p53 reactivator = qHTS assay for re-activators of p53 using a Luc reporter; H1299 p53-A138V BP100-luciferase reporter, luminescence, 24 h; Potency, µM (doses to about 92.2 µM), without a hit: at the highest dose activity change, positive = activation, hits mostly activators; 0.063% of 320,000 active; AID 504706, 2011; further: potency means the concentration at half of the fitted maximal effect; % of control where 0% means no effect; nearly all actives have a fitted effect of over 45% in size
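H1299 (p53-null), stable ts p53-A138V + BP100-Luc; 1000 cells/well, Opti-MEM/10% FBS; cpd 4 pt, 1:5; 24 h, 37 deg C, 5% CO2; detection reagent 10 min RT; luminescence.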
USP2a block = qHTS Assay for Inhibitors of Ubiquitin-specific Protease USP2a Using CHOP2 as the Reporter; USP2 core, Ub-CHOP2 coupled fluorogenic reporter, 485/531; Potency, µM (doses to about 38.3 µM), for the others: at the highest dose activity change, negative = inhibition, usual class: inhibitors; 0.01% of 330,000 active;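 further: potency means the concentration at half of the fitted maximal effect; plate controls were DMSO wells for no effect and full inhibition by NEM control for full effect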
Target sequence (O75604 whole entry, looked up): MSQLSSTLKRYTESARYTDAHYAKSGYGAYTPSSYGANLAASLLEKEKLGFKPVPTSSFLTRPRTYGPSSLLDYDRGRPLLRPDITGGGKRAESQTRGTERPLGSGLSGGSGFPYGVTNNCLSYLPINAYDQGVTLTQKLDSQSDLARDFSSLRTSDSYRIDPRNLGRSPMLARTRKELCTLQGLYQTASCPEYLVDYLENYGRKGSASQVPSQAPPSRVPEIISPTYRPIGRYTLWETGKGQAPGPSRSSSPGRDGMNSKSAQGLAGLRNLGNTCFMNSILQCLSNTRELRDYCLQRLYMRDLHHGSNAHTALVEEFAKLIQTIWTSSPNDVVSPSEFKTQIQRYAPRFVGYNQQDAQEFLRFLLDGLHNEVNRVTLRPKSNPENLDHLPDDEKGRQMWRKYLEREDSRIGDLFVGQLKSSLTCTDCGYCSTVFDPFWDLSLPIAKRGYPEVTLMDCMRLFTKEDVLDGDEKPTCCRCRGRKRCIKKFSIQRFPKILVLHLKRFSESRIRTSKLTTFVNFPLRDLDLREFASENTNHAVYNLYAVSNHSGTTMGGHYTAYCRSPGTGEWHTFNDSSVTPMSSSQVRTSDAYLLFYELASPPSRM
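Cell-free coupled assay: 10nM USP2 core preincubated 30min RT with compound in Tris-HCl pH 8.0/CaCl2/CHAPS buffer, then 25nM Ub-CHOP2 and 25nM reporter substrate; fluorescence (Ex 485/Em 531) read after 60min RT, normalized to NEM inhibition, concentration-response curves fitted.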
Integrin act MD = qHTS for Activators of Integrin-Mediated Alleviation for Muscular Dystrophy | alpha7betagal myoblasts, beta-gal FDG fluorescence, 48 h | Potency, µM (highest dose often 38.3 µM), for inactives: at the top dose activation, most hits filed as activators | 0.064% of 350,000 active;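 further: potency means the concentration at half of the fitted maximal effect; 100% = response of the positive control SU9516; nearly all actives have a fitted effect of over 60% in size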
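alpha7betagal+/- myoblasts (passage 13, 250/well) treated 48 h at 37C with compounds at 1:260 dilution of DMSO stock. Lysed, then beta-galactosidase activity read as FDG fluorescence (ex 480/em 540) after 30 min, with pre-read for autofluorescence.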
Eya2 phos inh = qHTS Assay for Inhibitors of the Phosphatase Activity of Eya2; 0.006% of 330,000 active; recombinant Eya2, OMFP fluorescence dephosphorylation (OMFP is methylfluorescein phosphate); Potency, µM (series often up to 76.9 µM), inactives show top-dose activity, negative = inhibition, usual class: inhibitors; further: potency means the concentration at half of the fitted maximal effect; on the % scale 0 is the no-effect control and ±100 the full control effect
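Eya2 (0.2 uM) preincubated 10 min at ambient with compound, then OMFP substrate added at 50 uM; 10 min reaction in 50 mM HEPES pH 7.5, 50 mM NaCl, 5 uM MgCl2, 0.05% BSA, 1 mM DTT. Fluorescence read at Ex 485/Em 525 nm.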
uPA surface inh = qHTS for Inhibitors of Cell Surface uPA Generation; 0.31% of 330,000 active; Potency, µM (titrated, usually from 38.3 µM), inactives show top-dose activity change, negative = inhibition, most hits filed as inhibitors; cell surface uPA generation assay, qHTS; AID 540303, 2011; active means well fitted inhibition curve with a large enough effect; inconclusive means small, poorly fitted or top-dose-only effect; inactive means no such curve, though single readings can be large or run the other way; tested in mouse RAW 264.7 cells; further: potency means the concentration at half of the fitted maximal effect; on the % scale 0 is the no-effect control and ±100 the full control effect; nearly all actives have a fitted effect of over 55% in size
TSG101-PTAP inh = qHTS Assay for Iinhibitors of HIV-1 Budding by Blocking the Interaction of PTAP/TSG101. Fluorescence polarization, FITC-PTAP peptide / Tsg101 binding. AID 493005, 2010. 340,000 tested, under 10 active. Potency, µM (series often up to 115 µM), for inactives: at the top dose activity change, negative = inhibition, most hits filed as inhibitors; active means well fitted inhibition curve with a large enough effect in the main read-out, with a control signal flat, not every such curve was filed as active; inconclusive means small, poorly fitted or top-dose-only effect, or effect the other way, or a change in a side signal; inactive means no such curve, though single readings can be large or run the other way; further: potency means the concentration at half of the fitted maximal effect; % of control where 0% means no effect
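Tsg101 binding domain (10 uM final) was mixed with compound and a FITC-labeled PTAP peptide (50 nM final) in HEPES pH 7.5 buffer with NaCl, Tween 20, EDTA and TCEP; fluorescence polarization was read after 20 min at r.t.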
B2AR arrestin = qHTS assay of beta-arrestin-biased ligands of beta2-adrenergic receptor. Beta-2 adrenergic receptor (Homo sapiens), P07550. beta-arrestin recruitment to beta2AR, cell-based reporter. Potency, µM (doses to about 46.1 µM), for the others: at the highest dose activation, actives largely listed as activators. 0.02% of 330,000 active. AID 492947, 2010;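 further: potency means the concentration at half of the fitted maximal effect; 0% = DMSO controls and full agonism = EC100 isoproterenol or metaproterenol; nearly all actives have a fitted effect of over 65% in size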
Target sequence (P07550 whole entry, looked up): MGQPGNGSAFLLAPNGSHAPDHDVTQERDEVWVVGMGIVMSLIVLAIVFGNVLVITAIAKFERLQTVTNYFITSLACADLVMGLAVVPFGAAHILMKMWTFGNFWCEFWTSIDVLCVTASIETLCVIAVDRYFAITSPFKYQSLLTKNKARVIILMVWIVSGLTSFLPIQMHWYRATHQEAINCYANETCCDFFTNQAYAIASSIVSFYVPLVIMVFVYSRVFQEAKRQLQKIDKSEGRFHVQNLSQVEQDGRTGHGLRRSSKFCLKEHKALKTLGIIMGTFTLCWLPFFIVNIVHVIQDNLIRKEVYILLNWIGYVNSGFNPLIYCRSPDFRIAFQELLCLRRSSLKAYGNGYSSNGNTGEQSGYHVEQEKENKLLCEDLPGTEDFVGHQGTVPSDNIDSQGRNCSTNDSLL
ELG1 genotoxic = qHTS screen for small molecules that induce genotoxicity in human embryonic kidney (HEK293T) cells expressing luciferase-tagged ELG1; HEK293T ELG1-luciferase reporter, luminescence, 16 h; Potency, µM (highest dose often 46 µM), without a hit: top-dose activity change, positive = activation, usual class: activators; 1.3% of 330,000 active; further: potency means the concentration at half of the fitted maximal effect; % of control where 0% means no effect; nearly all actives have a fitted effect of over 60% in size
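ELG1-luciferase HEK293T cells, 2,000/well; compound pinned in; 16 hr, 37 °C, 5% CO2; ONE-Glo, 30 min RT; luminescence on CCD imager.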
TRPV1 agonist = HTS Assay for Compounds that Act as Agonists of the Vanilloid Receptor 1; Transient receptor potential cation channel subfamily V member 1 (Homo sapiens), Q8NER1; TRPV1-expressing cells, Fluo-8 calcium influx, agonist mode; activation, % at 8.33 µM; 0.19% of 320,000 active; in the data active means activation above about 80%; inconclusive means between about 30% and that limit; further: 0% is about no effect
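Fluo-8 calcium influx in TRPV1-expressing cells, kinetic read (ex 480/em 520 nm). Compound added and read 3 min for agonist activity, followed by capsaicin at EC20 final and 2 min further read for enhancement.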
BRCA1 expr up = qHTS Assay to Identify Small Molecule Activators of BRCA1 Expression; MCF7-BRCA1-FFLuc reporter, luminescence, 48 h; response scale: scaled: vehicle 0%, 10 µM genistein 100%; Potency, µM (highest dose often 46.1 µM), without a hit: at the highest dose activation, hits mostly activators; 1.1% of 380,000 active; AID 624202, 2012; further: potency means the concentration at half of the fitted maximal effect; nearly all actives have a fitted effect of over 80% in size; some results filed as inactive show a strong effect at the top dose
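MCF7 cells carrying a BRCA1-firefly luciferase reporter (2000 cells/well, phenol-red free MEM) were attached for 2 h at 37 °C, then given compounds for 48 h. Luminescence was read 15 min after luciferase reagent; activity normalized to genistein (10 microM) and DMSO.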
ASM inhibitor = Inhibitors of Secretory Acid Sphingomyelinase (S-ASM): qHTS; Sphingomyelin phosphodiesterase (Homo sapiens), P17405; placental ASM, HMU-PC fluorogenic substrate, 60 min; Potency, µM (highest dose often 57.5 µM), for inactives: top-dose activity change, negative = inhibition, hits mostly inhibitors; 0.006% of 340,000 active; AID 504937, 2011; further: potency means the concentration at half of the fitted maximal effect
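Human placenta-derived ASM enzyme was preincubated with compound for 10 minutes at room temperature, then given fluorogenic substrate HMU-PC0 (9 uM final) for 60 minutes at 37 °C; a pH 10 stop preceded fluorescence reading at Ex 386/Em 447 nm.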
Active calls of the source: *; ? = inconclusive; / = no result given; [ ] = dose if it differs, or a comment. Unless noted, the call rests on the fitted dose curve; in most records, active means well fitted curve in the direction sought with a large enough effect; inconclusive means small, poorly fitted or top-dose-only effect, or another doubt; inactive means no such curve, though single readings can be large; an effect the other way counts as inactive or inconclusive. This is a random part of the collection; overall some 2.6% were active at least once.

Below each compound – p53 reactivator	USP2a block	Integrin act MD	Eya2 phos inh	uPA surface inh	TSG101-PTAP inh	B2AR arrestin	ELG1 genotoxic	TRPV1 agonist	BRCA1 expr up	ASM inhibitor
CC1CCCN(CC(=O)Nc2cccc([N+](=O)[O-])c2)C1 (stereo not given)
→ -21%	3%	2%	-5%	4%	1%	-0.5%	3%	-1	0%	4%
COc1ccc(Cl)c(N2CCN(CCCNC(=O)Nc3ccc(C)cc3)CC2)c1
→ -8%	0%	-55%[inhibitor]	-4%	-8%	-4%	0.1%	-13%	1	-76%	2%
O=C(CCCn1nnc(-c2cccnc2)n1)c1ccc(F)cc1
→ -1%	2%	21%	-13%	19%	-3%	-0.2%	-11%	4	-27%	3%
COC(=O)/C(C(C)=O)=C(\C=C\N(C)C)N(C)C
→ -4%	-2%	1%	11%	4%	-9%	-0.5%	-1%	-3	4%	1%
O=C(CN1CCOCC1)Nc1ccc(Cl)c(Cl)c1
→ /	-1%	0%	-15%	-4%	-4%	0.4%	1%	0	0%	2%
O=C(NCCCc1ccccc1)Nc1cccc(Cl)c1
→ ?	3%	-9%	-5%	4%	-9%	0.3%	-3%	?	-3%	-2%
O=C(NCc1ccc(F)cc1)C1CC(=O)N(C2CCCCCCC2)C1 (stereo not given)
→ -1%	6%	0%	-20%	-5%	-6%	0.0%	-2%[9.26 µM]	?	-6%	3%
NC(=O)c1cc(S(=O)(=O)N2CCCC2)ccc1OCCOc1ccccc1
→ -15%	-4%	2%	-4%	-3%	-2%	-0.1%	-5%	7	-32%	2%
CCn1c(SCC(=O)N2CCCC2)nc2ccccc21
→ 0%	1%	21%	8%	-36%	0%	-0.1%	0%	1	-13%	4%
O=C(Nc1ccc2c(c1)OCCO2)c1ccc(Cl)cc1
→ /	3%	25%	-2%	?	-4%	0.2%	?	?	?	-3%
CCOC(=O)c1c(C)nc(C)c(C(=O)OCC)c1-c1cccnc1
→ -7%	5%	-3%	-8%	9%	-4%	0.6%	-4%	2	-4%	1%
CC(=O)c1cccc(NC(=O)CCS(=O)(=O)c2ccc(Br)s2)c1
→ -2%	0%	-11%	-1%	0%	-1%	0.0%	-5%	?	-17%	1%
Cc1nnc(NC(=O)c2cccc(S(=O)(=O)N3CCCC3)c2)s1
→ -4%	-1%	0%	6%	1%	-1%	-0.1%	-4%	-4	-31%	-3%
CCNC(=O)/C=C1\NC(C)(C)Cc2c1ccc1ccccc21
→ -1%	2%	-12%	5%	-4%	-3%	-0.2%	-7%	?	1%	2%
CCNC(=O)OCC(CC)NC(=O)OCC(C)C (stereo not given)
→ -2%	0%	27%	-7%	3%	-5%	0.1%	-1%	0	19%	-2%
O=C(CNC(=O)c1ccc(Br)o1)NCc1ccccc1
→ 14%	-1%	7%	-7%	-4%	-7%	-0.3%	10%	-2	13%	3%
COc1cc(C2C3=C(CCCC3=O)Nc3[nH]n(-c4ccccc4)c(=O)c32)ccc1O (stereo not given)
→ -8%	0%	0%	13%	/	0%	0.2%	-3%	/	1%	4%
Cc1ccc(C(=O)NNC(=O)CSc2nnc(-c3ccncc3)n2C)cc1
→ 3%	2%	-17%	1%	1%	-1%	-0.4%	1%	-2	4%	2%
O=C(NNC(=O)c1ccccc1F)c1ccc(S(=O)(=O)N2CCCCC2)cc1
→ -7%	2%	-11%	4%	6%	-6%	-0.9%	2%	/	0%	-5%
O=C(NC1CCCN(C2Cc3ccccc3C2)C1)c1ccc(F)cc1Cl (stereo not given)
→ -14%	-1%	?	-1%	-12%	0%	0.0%	-4%	1	-24%	2%
CC[C@@]1(C(=O)OC)N[C@H](CN(C)C(=O)Nc2ccc(C)cc2)[C@@H]2C(=O)N(Cc3ccccc3)C(=O)[C@@H]21
→ 1%	0%	-1%	8%	-21%	-2%	-1.8%	1%	/	7%	7%
O=C(Nc1cccc(F)c1)C1CCN(S(=O)(=O)c2cccc3nonc23)CC1
→ -4%	0%	1%	-1%	2%	-6%	0.3%	-14%	?	-14%	-13%
CC1CC(C)CN(C(=O)COC(=O)c2cccc([N+](=O)[O-])c2)C1 (stereo not given)
→ 6%	1%	18%	4%	-1%	0%	-0.6%	1%	0	3%	0%
COC(OC)c1ccnc(-c2ccc(OC(=O)c3ccccc3)cc2)n1
→ 4%	9%	?	-10%	/	-3%	-0.2%	12%	6	16%	-1%
O=C(NCCc1ccccc1F)C1CCCN(c2nc3ccccc3s2)C1 (stereo not given)
→ 6%	2%	16%	1%	-7%	-1%	-0.1%	-6%	8	6%	-3%
O=C(CN1C(=O)c2ccccc2C1=O)NCC1COc2ccccc2O1 (stereo not given)
→ 6%	4%	9%	5%	1%	-4%	-0.3%	0%	-10	-16%	0%
N#Cc1c2n(c3c(=O)n(Cc4ccccc4Cl)cnc13)CCCCC2
→ 2%	3%	29%	-4%	13%	-8%	-0.1%	0%	11	3%	0%
O=C(O)CSc1nnc(-c2cccc(S(=O)(=O)N3CCOCC3)c2)n1-c1ccc(F)cc1
→ -1%	2%	-8%	9%	-2%	-2%	0.3%	0%	/	15%	6%
COC(=O)C1=CN(CC2CCCO2)C=C(C(=O)OC)C1c1ccccc1C(F)(F)F (stereo not given)
→ -2%	0%	22%	4%	3%	0%	-0.1%	-4%	?	1%	/
CCOC(=O)C1=NN(C(=O)Cc2ccccc2)C(O)(C(C)(C)C)C1 (stereo not given)
→ 3%	0%	-4%	-1%	-1%	2%	0.0%	-1%	?	-17%	-1%

The last 2 records of the section before lead into the next.
Below each compound – p53 reactivator	USP2a block	Integrin act MD	Eya2 phos inh	uPA surface inh	TSG101-PTAP inh	B2AR arrestin	ELG1 genotoxic	TRPV1 agonist	BRCA1 expr up	ASM inhibitor
COC(=O)C1=CN(CC2CCCO2)C=C(C(=O)OC)C1c1ccccc1C(F)(F)F (stereo not given)
→ -2%	0%	22%	4%	3%	0%	-0.1%	-4%	?	1%	/
CCOC(=O)C1=NN(C(=O)Cc2ccccc2)C(O)(C(C)(C)C)C1 (stereo not given)
→ 3%	0%	-4%	-1%	-1%	2%	0.0%	-1%	?	-17%	-1%
COc1ccc(OC)c(Nc2nnc(C)c(=O)[nH]2)c1
→ -2%	-1%	?	1%	2%	-6%	-0.2%	-1%	0	-19%	5%
COc1ccc(CC(=O)N2CCc3ccccc32)cc1
→ ?	-3%	16%	-1%	0%	-1%	0.7%	?	1	8.9µM*	0%
CC[C@H](C)[C@H](NC(=O)OCc1ccccc1)C(=O)OCC(=O)N1CCN(c2ccc(OC)cc2)CC1
→ /	/	-16%	/	-11%	0%	/	/	/	-5%	-1%
O=C(CSc1nnnn1C1CCCC1)Nc1ccc(F)cc1
→ 10%	2%	-2%	4%	1%	-8%	-0.3%	4%	6	-3%	0%
O=C(Nc1ccon1)c1cc2c(s1)CCCC2
→ ?	0%	6%	1%	/	-3%	-1.1%	1.3µM*	-3	?	0%
CCc1noc(C)c1C(=O)OC(C)C(=O)NCc1ccc(OC)cc1 (stereo not given)
→ -12%	2%	-22%	-14%	-15%	3%	-0.5%	-3%	-2	-10%	2%
COc1ccc(C2NC(=O)c3n[nH]c(C)c32)c(OC)c1 (stereo not given)
→ -8%	-1%	12%	-3%	-2%	-2%	0.1%	7%	/	-9%	1%
O=[N+]([O-])c1cc(C(F)(F)F)ccc1NC1CCN(Cc2ccccc2)CC1
→ 3%	-10%	-24%	13%	5%	-2%	0.3%	-7%	12	-23%	-10%
COc1cccc(Nc2n[nH]c(=S)s2)c1
→ 6%	4%	2%	-4%	-2%	-3%	-0.9%	7%	1	17%	3%
Cc1nc([N+](=O)[O-])c(C(=O)OCc2ccccc2)n1C
→ 14%	4%	2%	0%	1%	-3%	-0.4%	?	-15	14%	2%
COCC(=O)Nc1cc([N+](=O)[O-])ccc1C
→ -1%	1%	-26%	-5%	2%	-7%	-0.3%	-1%	-2	24%	3%

Source: PubChem BioAssay (National Center for Advancing Translational Sciences (NCATS))
